# Bioassay records as filed in PubChem BioAssay.
# SIAE inh: human SIAE inhibitors, primary screen, biochemical, fluorescence polarization, FP-Rh probe, 1536-well HTS | Sialate O-acetylesterase (Homo sapiens), Q9HAT2 | 370,000 compounds, 0.69% hits | SIAE FP-Rh probe binding | inhibition, % at 9.66 µM;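 active = inhibition above a cutoff: mean of compounds within the control limits plus 3 SD of those, cut at about 17% in these data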;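 also: 0% = plate median of compound wells and 100% = probe without SIAE protein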
# PLC-beta3 inh: human PLC-beta3 inhibitors, primary screen, biochemical, fluorescence; 1-phosphatidylinositol 4,5-bisphosphate phosphodiesterase beta-3 (Homo sapiens), Q01970; Purified PLC-beta3, fluorogenic substrate; inhibition, % at 12.2 µM; 370,000 compounds, 0.18% hits; in the data active = inhibition above about 11%;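 also: 0% = median of compound wells on plate and 100% = full blocker control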
# Target sequence (Q01970 whole entry, looked up): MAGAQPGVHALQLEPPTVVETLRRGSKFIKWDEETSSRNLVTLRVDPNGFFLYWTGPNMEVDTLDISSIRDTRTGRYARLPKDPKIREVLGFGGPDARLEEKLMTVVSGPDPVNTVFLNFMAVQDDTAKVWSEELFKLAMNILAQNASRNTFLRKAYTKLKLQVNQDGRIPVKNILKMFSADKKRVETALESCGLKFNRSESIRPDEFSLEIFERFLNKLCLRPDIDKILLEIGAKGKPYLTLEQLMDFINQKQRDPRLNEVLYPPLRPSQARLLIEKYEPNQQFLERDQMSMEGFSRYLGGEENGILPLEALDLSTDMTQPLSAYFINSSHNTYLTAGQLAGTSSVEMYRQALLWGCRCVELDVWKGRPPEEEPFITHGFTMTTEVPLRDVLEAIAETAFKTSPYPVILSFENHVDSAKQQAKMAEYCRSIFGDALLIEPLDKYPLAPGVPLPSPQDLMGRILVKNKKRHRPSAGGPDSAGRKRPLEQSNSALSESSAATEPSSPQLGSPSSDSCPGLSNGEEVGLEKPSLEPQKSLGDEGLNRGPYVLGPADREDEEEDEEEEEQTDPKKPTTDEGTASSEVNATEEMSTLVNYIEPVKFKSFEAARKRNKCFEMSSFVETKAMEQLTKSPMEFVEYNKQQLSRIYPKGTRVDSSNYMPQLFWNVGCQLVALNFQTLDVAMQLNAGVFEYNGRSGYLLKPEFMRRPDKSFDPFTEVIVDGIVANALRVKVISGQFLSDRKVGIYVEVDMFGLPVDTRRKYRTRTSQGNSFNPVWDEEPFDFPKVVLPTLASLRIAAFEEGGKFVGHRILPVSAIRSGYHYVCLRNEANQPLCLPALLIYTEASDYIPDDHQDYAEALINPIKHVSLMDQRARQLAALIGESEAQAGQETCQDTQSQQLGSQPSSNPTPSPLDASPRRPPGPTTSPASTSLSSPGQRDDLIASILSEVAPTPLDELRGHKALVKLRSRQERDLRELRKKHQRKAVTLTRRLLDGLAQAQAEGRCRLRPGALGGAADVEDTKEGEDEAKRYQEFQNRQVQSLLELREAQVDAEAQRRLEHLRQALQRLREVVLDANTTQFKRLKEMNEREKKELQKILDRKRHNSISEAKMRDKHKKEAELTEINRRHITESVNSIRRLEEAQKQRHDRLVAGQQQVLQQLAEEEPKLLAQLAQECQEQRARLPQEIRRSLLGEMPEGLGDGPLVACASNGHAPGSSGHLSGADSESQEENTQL
# TDP2 inh: human TDP2 enzyme inhibitors, primary screen, biochemical, epi absorbance, recombinant enzyme | Tyrosyl-DNA phosphodiesterase 2 (Homo sapiens), O95551 | T5PNP hydrolysis, p-nitrophenol absorbance 415 nm | inhibition, % at 12.8 µM | 370,000 compounds, 0.34% hits | AID 720702, 2013;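 active = inhibition above the mean of all tested compounds plus 3 SD, set per campaign, cut at about 25% in these data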;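 also: 0% = DMSO with enzyme and 100% = buffer with substrate but no TDP2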
#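 test system = human TDP2 enzyme | input = TDP2 enzyme at 120 nM final | medium = 50 mM Tris-HCl pH 7.5 with Mg2+, KCl, DTT, BSA | also added = T5PNP substrate, 5 mM | times = 2 h at 37 °C | technique = epi absorbance | benchmarks = high control without enzyme, low control DMSO plus TDP2 | replication = each compound tested once, singlicate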
# ADAM17 inh: ADAM17 inhibitors, primary screen, biochemical, QFRET | Disintegrin and metalloproteinase domain-containing protein 17 (Homo sapiens), P78536 | recombinant ADAM17, EDANS/DABCYL FRET peptide cleavage | inhibition, % at 6.95 µM | 370,000 compounds, 0.83% hits | AID 720648, 2013;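 active = inhibition above the mean of compounds lying between control limits plus 3 SD, set per campaign, cut at about 8.5% in these data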;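 also: 0% = DMSO-only wells as the low control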
# ARFGAP1 inh: inhibitors of rat ARFGAP1 GAP activity, primary screen, biochemical, fluorescence polarization, GDP tracer; Arfgap1-stimulated ARF1 GTP hydrolysis, GDP FP detection; inhibition, % at 16.5 µM; ADP-ribosylation factor GTPase-activating protein 1 (Rattus norvegicus), Q62848; AID 651572, 2012; 360,000 compounds, 0.26% hits;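 active = inhibition above a per-plate limit, mean inhibition of low control wells plus 3 SD, cut at about 25% in these data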;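 also: 0% = DMSO wells with enzyme and 100% = wells lacking Arfgap1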
#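 System: truncated rat Arfgap1 GAP domain / Medium: HEPES-based buffer, pH 7.5 / Also added: N-terminally truncated human ARF1-GTP substrate / Incubation: enzyme reaction 120 min at 25 °C after 20 min preincubation / Measured by: FP of antibody-bound GDP Alexa 633 tracer, ex 620/em 688 nm / Replicates: singlicate, each compound tested once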
# ADAM10 inh: human ADAM10 inhibitors, primary screen, biochemical, QFRET, HTS; Disintegrin and metalloproteinase domain-containing protein 10 (Homo sapiens), O14672; recombinant ADAM10, EDANS/DABCYL FRET peptide cleavage, 3 h; inhibition, % at 7 µM; 370,000 compounds, 0.62% hits;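 active = inhibition above a per-campaign cutoff equal to the mean of compounds falling between control-based bounds plus 3 SD, cut at about 20% in these data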;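 also: 0% = DMSO wells while the 100% control is not disclosed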
# PLCg1 inh: PLC-gamma1 enzyme inhibitors, primary screen, biochemical, fluorescence, purified enzyme. 370,000 compounds, 0.84% hits. 1-phosphatidylinositol 4,5-bisphosphate phosphodiesterase gamma-1 (Homo sapiens), P19174. fluorogenic substrate. AID 720700, 2013. inhibition, % at 12.2 µM; in the data active = inhibition above about 9.5%
# ASAP1 GAP inh: inhibitors of human ASAP1 ArfGAP activity, primary screen, biochemical, fluorescence polarization. 360,000 compounds, 0.19% hits. Arf-GAP with SH3 domain, ANK repeat and PH domain-containing protein 1 (Homo sapiens), …. inhibition, % at 16.5 µM. ASAP1-stimulated ARF1 GTP hydrolysis, GDP FP detection; in the data active = inhibition above about 25%;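 also: 0% = vehicle with enzyme and substrate and 100% = no enzyme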
# Tn6 DDE FP: inhibitors of Tn6 peptide binding to fibrin DD(E), primary screen, biochemical, fluorescence polarization, human fibrin, Tn6 probe. inhibition, % at 8.3 µM. Fibrin DD(E) TRITC-Tn6 fluorescence polarization displacement. Fibrinogen beta chain (Homo sapiens), P02675. 370,000 compounds, 0.21% hits;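 active = inhibition above a per-campaign cutoff: mean of compounds within control limits plus 3 SD, cut at about 15% in these data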;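 also: 0% = median of all compound wells on the plate and 100% = blocking peptide control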
# Tn7 DDE FP: inhibitors of Tn7 peptide binding to fibrin DD(E), primary screen, biochemical, fluorescence polarization, human fibrin, Tn7 probe | FP displacement of FITC-Tn7 peptide from fibrin DD(E); 0% = median of compound wells per plate | 370,000 compounds, 0.13% hits | inhibition, % at 8.3 µM | Fibrinogen beta chain (Homo sapiens), P02675;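 active = inhibition above the mean of compounds falling within the control limits plus 3 SD of them, cut at about 14% in these data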;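 also: 0% = plate median of compound wells and 100% = 10 µM Aha-Tn7 peptide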
#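 Assay system: human fibrin DD(E) protein / Input: 2 µM fibrin DD(E) / Benchmarks: high control of 10 µM Aha-Tn7 peptide / Measured by: fluorescence polarization of the labelled Tn7 tracer / Medium: Tris buffer with calcium and detergent, pH 7.8 / Timing: 10 min compound pre-incubation, 3 h probe incubation at room temperature / Repeats: one replicate per compound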
# Numbers without * were called inactive; i = inactive.
Compound	SIAE inh	PLC-beta3 inh	TDP2 inh	ADAM17 inh	ARFGAP1 inh	ADAM10 inh	PLCg1 inh	ASAP1 GAP inh	Tn6 DDE FP	Tn7 DDE FP
C[C@H](NC(=O)c1nc[nH]c1C(=O)NCCCCCN)C(=O)OC(C)(C)C	8	3	8	-6	5	-1	1	0	-1	-4
CCOC(=O)C1=C(COC(=O)Cc2c(F)cccc2Cl)NC(=O)NC1C (stereo not drawn)	1	-4	11	-4	2	-8	3	-3	6	3
CCOC(=O)C1C(=O)NC(N2CCN(c3ccccc3)CC2)=NC1c1ccco1 (stereo not drawn)	1	2	-6	-1	6	1	2	-1	6	-2
COc1ccc2cc(C(=O)CS(=O)(=O)c3ccc(Cl)cc3)c(=O)oc2c1	5	5	-10	-29	-1	-163	-5	3	1	-14
CCc1ccc(C2=NN(c3ccc(S(N)(=O)=O)cc3)C(c3ccc(F)cc3)C2)cc1 (stereo not drawn)	-3	i	-8	i	6	i	i	-6	0	2
CC1(C)Cc2ccccc2C(c2cc3ccccc3oc2=O)=N1	-1	-9	5	-5	13	-1	-6	1	5	2
COc1ccccc1CNC(=O)COC(=O)C1CC1	-2	-7	0	0	2	-4	-2	7	-1	-1
O=C(CN(Cc1ccccc1)C(=O)c1csnn1)NCCc1ccccc1	0	-12	-12	-5	-2	-7	3	1	-3	3
Cc1cc(NC(=O)CSc2nc(-c3ccccc3)c(C#N)c(=O)[nH]2)no1	1	-6	-2	-3	-15	-38	-4	-13	8	2
CCOC(=O)N1CCN(Cc2nc3cc([N+](=O)[O-])ccc3n2CC)CC1	-6	1	-4	-1	1	-7	3	-6	5	-3
CCOc1ncccc1C(=O)N(CCC(C)C)c1c(N)n(Cc2ccccc2)c(=O)[nH]c1=O	0	-15	4	-1	7	-9	-1	-11	2	-3
Cc1nn(C)c(Cl)c1CN1CCCC(CO)(Cc2cccc(Cl)c2)C1 (stereo not drawn)	4	2	3	3	-5	8	1	10	-3	-2
COc1cc2cc(C(=O)NC(C)c3cccc4ccccc34)c(N)nc2cc1OC (stereo not drawn)	6	i	-3	i	25*	i	i	19	-4	2
C=CCn1c(SCC(=O)N2CCOCC2)nc2sc(CC)cc2c1=O	-4	-5	-11	4	-1	7	5	-22	-3	5
CCOC(=O)CN1NC2(CCCC(C)C2)NC1=S (stereo not drawn)	3	0	11	-5	-3	2	0	-6	-4	-4
CC1(c2nnc(-c3cccc(Cl)c3)o2)CC(c2ccccc2F)=NO1 (stereo not drawn)	3	-5	3	-4	-1	3	-2	17	0	3
O=[N+]([O-])c1ccc(/C=N/Nc2nc(N3CCCC3)nc(N3CCCC3)n2)o1	10	-9	0	3	-24	1	-4	-6	7	-11
Cc1occc1C(=O)NC(C)c1ccc2c(c1)OCO2 (stereo not drawn)	-2	2	-7	0	12	-9	2	9	0	-1
COc1ccccc1NC(=O)c1ccc(NC(=O)CSc2nncn2C)cc1	6	2	-5	0	11	0	5	-1	-1	-3
CC1(C)CC(=O)C2=C(C1)OC(/N=C/N1CCOCC1)=C(C#N)C2c1ccccc1 (stereo not drawn)	-2	1	0	0	8	1	3	4	1	5
CC1CC1c1ccc(/C=C(\C#N)C(=O)Nc2ccc(Cl)cc2Cl)o1 (stereo not drawn)	-10	-17	14	-1	9	-29	-17	-16	-7	-2
O=C(NCC1CCN(C(=O)C(=O)c2cccs2)CC1)c1ccc2c(c1)CCO2	-3	-2	11	-5	-5	-2	-2	-11	4	6
COC(=O)c1ccc(CSc2nc3ccccc3c(=O)n2CC(C)C)o1	-1	0	-2	4	9	16	3	3	1	-1
COc1ccc(-c2nc3ccccc3o2)cc1OC	-15	-10	1	-5	-2	-3	-1	9	6	2
COc1ccc(CN2CCCC(C(=O)c3ccc(SC)cc3)C2)cc1Cn1cccn1 (stereo not drawn)	-7	4	0	-1	6	2	-1	-9	10	7
C/C(Cl)=C\Cn1c(O)c(N=O)c2ccccc21	-37	0	7	-3	3	-2	-2	4	-10	1
CCOc1cc(C(=O)Nc2cccc(OCC(=O)N3CCOCC3)c2)cc(OCC)c1OCC	-3	1	-15	2	-2	14	4	-2	6	-4
COc1ccccc1Nc1nc(C)nc2c1oc1ccccc12	0	-177	-5	-24	16	-127	-124	6	0	-4
Cc1occc1C(=O)Nc1ccccc1C#N	-6	-4	6	1	-5	-3	0	-4	-2	0
Clc1cccc(Cl)c1COc1ccccn1	0	1	11	0	5	-2	1	-3	2	2
COC(=O)c1cc(S(=O)(=O)Nc2nn(C)c3cccc(F)c23)oc1C	-5	-7	8	-1	0	1	-2	-1	-1	-1
CCCn1nnc(NC(=S)NC(=O)/C=C/c2ccc(Cl)cc2)n1	-11	-6	4	-6	0	-11	1	-3	-5	6
Cc1cccc(C(C)C)c1NC(=O)CN1C(=O)NC2(CCc3ccccc32)C1=O (stereo not drawn)	-3	-2	-2	-1	8	-2	2	6	-1	10
Cc1c(C(=O)NCc2ccco2)sc2nc(-c3ccccc3)cn12	2	0	3	2	14	-11	1	18	0	0
C=CCn1c(SCC(=O)c2ccc(O)c(O)c2)nnc1-c1ccc(OC)cc1	15	-1	-5	1	-6	1	-1	-9	-6	7
Cc1sc2nc(SCC(=O)NCc3ccco3)n(C)c(=O)c2c1C	1	3	11	2	-8	9	2	-4	6	-1
CC(C)(C)SCCNC(=O)CN1C(=O)c2cccc3cccc1c23	-3	-316	-6	-16	-6	-40	-270	-3	2	5
Cn1nc(-c2ccccc2)cc1NS(=O)(=O)c1ccc(C#N)cc1	-1	0	-6	-1	-4	-3	2	-12	0	0
COC(=O)[C@@H](NC(=O)NCc1cccs1)C(C)C	1	1	14	-2	2	-1	0	-12	-3	1
O=C(c1c(F)cccc1F)N(Cc1ccccc1)Cc1ccccc1	5	-7	-11	-7	4	-4	-1	-1	13	-6
O=C(C1CCC1)N1CCN(c2ccnc3cc(Cl)ccc23)CC1	7	-3	-22	3	4	1	0	3	1	4
COC(=O)C(=Nc1ccccc1)/C(C(=O)C(=O)N(C)c1ccccc1)=C(\O)c1ccc(Cl)cc1	-1	-63	-7	4	2	9	-50	0	-4	-7
COc1cc(C(=O)NCCCc2nc3ccccc3n2Cc2cc(C)ccc2C)cc(OC)c1OC	-1	-3	6	-5	-11	-6	1	-2	1	-4
COc1ccc(NC(=O)CCCN2C(=O)C(c3ccccc3)Oc3cccnc32)cc1 (stereo not drawn)	3	-9	-8	-4	-6	-4	0	4	1	2
Cc1c(C(=O)N/N=C/c2ccc(Cl)cc2)[nH]c2ccc(Cl)cc12	-25	-5	-2	6	-6	-4	-5	10	-3	0
c1ccc(Cc2nc3ccccc3o2)cc1	3	2	14	-2	3	0	-6	2	8	8
COc1ccc(NC(=O)Cn2nnc(-c3ccccc3)c2COc2ccc3ccccc3c2)cn1	-77	-1	-11	12*	5	20*	1	6	-8	5
CCn1ncc(NC(=S)Nc2ccc(OC)c(OC)c2)c1C(N)=O	9	-39	16	-11	5	-25	-32	-4	4	-4
Cc1ccc(-c2ccc(=O)n(Cc3cccc(Br)c3)n2)cc1	-6	-8	18	-1	0	-1	1	2	7	6
CCOC(=O)c1ccc(N[C@@H]2CCN3C(=O)c4ccccc4[C@@H]3C[C@H]2O)cc1	-3	-1	-7	1	12	-2	1	2	-7	2

# (continued)
Compound	SIAE inh	PLC-beta3 inh	TDP2 inh	ADAM17 inh	ARFGAP1 inh	ADAM10 inh	PLCg1 inh	ASAP1 GAP inh	Tn6 DDE FP	Tn7 DDE FP
CCCn1c(SCC(=O)NC2CCC(C)CC2)n[nH]c1=O (stereo not drawn)	-3	1	-4	-3	-6	-11	2	-1	7	-2
COC(=O)CCNC(=O)c1ccc2nc(Cc3ccc(OC)c(OC)c3)oc2c1	3	-4	-1	-4	2	-5	-2	-7	5	9
Cc1nn(-c2ccccc2)c2c1cc1c(=O)n(C)c(=O)nc-1n2-c1ccccc1F	5	-206	3	-345	2	i	-149	-3	3	7
CCCNC(=O)C1(C)CCCN(Cc2noc(-c3c(C)noc3C)n2)C1 (stereo not drawn)	0	-1	4	-1	2	-4	1	5	1	0
Cc1ccccc1CSCCNC(=O)c1ccc(Cl)c(S(=O)(=O)N2CCOCC2)c1	-5	-1	-10	3	13	-1	1	3	1	5
COc1cc(-c2nnc(COC(=O)c3cc(C)nc4ccc(C)cc34)o2)cc(OC)c1OC	-2	-15	-11	-6	3	-19	-14	6	-6	3
CC(C)[C@H](NS(=O)(=O)c1ccccc1)C(=O)OCC(=O)Nc1ccc2c(c1)OCO2	1	2	8	1	-10	-2	-1	-2	6	4

# Three entries picked at random from the list so far, as already listed:
Compound	SIAE inh	PLC-beta3 inh	TDP2 inh	ADAM17 inh	ARFGAP1 inh	ADAM10 inh	PLCg1 inh	ASAP1 GAP inh	Tn6 DDE FP	Tn7 DDE FP
c1ccc(Cc2nc3ccccc3o2)cc1	3	2	14	-2	3	0	-6	2	8	8
Cc1sc2nc(SCC(=O)NCc3ccco3)n(C)c(=O)c2c1C	1	3	11	2	-8	9	2	-4	6	-1
COc1cc(-c2nnc(COC(=O)c3cc(C)nc4ccc(C)cc34)o2)cc(OC)c1OC	-2	-15	-11	-6	3	-19	-14	6	-6	3
